HIF act – HIF pathway transcriptional activation; U2OS HRE-luciferase reporter, luminescence; normalized: DMSO 0%, desferrioxamine 100%; activation, % at 7.5 µM (by protocol); 300,000 tested, 0.32% active; AID 1910;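 active = mean activation of at least 10% of the iron chelator positive control signal, with at least half of replicates also reaching 10%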
HSF-1 act – increases HSF-1 driven luciferase reporter signal; NIH3T3-HGL HSF-1 luciferase reporter, MG132, 8 h; 100% = twice DMSO control signal; activation, % at 9 µM; 300,000 tested, 1.7% active; AID 504408;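 active = mean replicate activation of at least 50% with a set share of replicates each reaching 50%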;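 note: 0% = median of the neutral control wells and 100% = twice that signal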
IEC-6 tox – IEC-6 cytotoxicity, counter-screen for KLF5 inhibitors. luminescence viability. inhibition, % at 5 µM. 290,000 tested, 0.78% active; in the data active = inhibition above about 22%;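 note: 0% = plate median of test compound wells and 100% = cytotoxic reference compound wells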
KLF5 inhibitor – suppresses KLF5 promoter-driven expression; DLD-1 KLF5 promoter-luciferase reporter, luminescence; inhibition, % at 5 µM; 290,000 tested, 0.23% active; AID 1700;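 active = inhibition above a per-plate limit of that plate's mean compound inhibition plus 3 SD, cut at about 60% in these data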;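 note: 0% = DMSO wells and 100% = LY294002 at 200 µM; higher means less KLF5 promoter-driven luciferase light; inactives centre near -14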
HDAC3 inhib – blocks human histone deacetylase 3; O15379; 320,000 tested, 0.15% active; recombinant HDAC3, fluorogenic peptide/trypsin coupled, fluorescence; inhibition, % at 8.3 µM; in the data active = inhibition above about 26%, passing the limit was not always enough
Target sequence (O15379 whole entry, looked up): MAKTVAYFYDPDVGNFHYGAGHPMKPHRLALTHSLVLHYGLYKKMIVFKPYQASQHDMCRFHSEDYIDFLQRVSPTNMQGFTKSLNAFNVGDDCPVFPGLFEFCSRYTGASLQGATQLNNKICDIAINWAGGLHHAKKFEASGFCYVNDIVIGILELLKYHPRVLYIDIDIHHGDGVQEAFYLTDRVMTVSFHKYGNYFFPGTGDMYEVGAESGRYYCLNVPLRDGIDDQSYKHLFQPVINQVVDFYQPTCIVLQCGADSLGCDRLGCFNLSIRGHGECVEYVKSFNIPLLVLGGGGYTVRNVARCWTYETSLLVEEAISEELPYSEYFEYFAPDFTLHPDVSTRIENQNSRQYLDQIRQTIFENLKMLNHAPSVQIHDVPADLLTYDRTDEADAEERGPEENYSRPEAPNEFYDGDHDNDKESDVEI
HSP90 inh – HSP90 refolding inhibition in rabbit reticulocyte lysate; luciferase refolding luminescence, 3 h; inhibition, % at 5.6 µM; 290,000 tested, 0.91% active; AID 1789;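 active = inhibition above the screen-wide mean plus 3 SD, computed separately per campaign, cut at about 16% in these data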;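 note: 0% = DMSO wells and 100% = 60 µM geldanamycin wells; inhibitors lower the luminescence because luciferase stays unfolded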
HSF1 inhib – HSF1 inhibition; NIH3T3-HGL HSE-luciferase, MG132-induced, luminescence 8 h; hits give low values; activity change, negative = inhibition, % at 7.5 µM (by protocol); 300,000 tested, 0.77% active; AID 2098;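 active = more than half of replicate wells show activity change below -50%, luminescence cut by over half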;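 note: luciferase reports HSF-1 transcriptional activity via heat shock element; 0% = median of DMSO wells and -100% = zero luminescence signal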
aSyn 5UTR inh – 5' untranslated region of α-synuclein, MLPCN primary screen; 300,000 tested, 0.82% active; inhibition, % (tested at 7.5 µM); alpha-synuclein 5'UTR reporter, inhibitor activity; AID 1813; in the data active = inhibition above about 60%;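 note: H4 neuroglioblastoma cells stably carrying SNCA 5'UTR luciferase fusion; 0% = DMSO wells and 100% = positive control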
AI-2 QS mod – modulators of Vibrio harveyi AI-2 quorum sensing system; Vibrio harveyi JMH597 AI-2 luminescence/OD600 ratio, 9 h; hits give low values; strain lacks LuxN and CqsS sensors; 0 = neutral-control median; activity change, % at 7.5 µM; 300,000 tested, 0.4% active; in the data active = activity change below about -75%, passing the limit was not always enough;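 note: luminescence divided by OD600 gain over 9 h not by final OD600 alone; inactives centre near 13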
Platelet DG rel – modulates dense granule release in human platelets | human platelet-rich plasma, SFLLRN dense granule ATP release, luminescence | inhibition, %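 (compounds screened at 7.5 µM in platelet-rich plasma)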 | 300,000 tested, 0.22% active;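 active = mean replicate score, as percent of positive control, at or above 50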
* hit, by the source's call; . = not tested or not shown.

molecule,HIF act,HSF-1 act,IEC-6 tox,KLF5 inhibitor,HDAC3 inhib,HSP90 inh,HSF1 inhib,aSyn 5UTR inh,AI-2 QS mod,Platelet DG rel
COC(=O)c1ccc(NC(=O)c2ccc(NS(=O)(=O)c3cccc4cccnc34)cc2)cc1,0.1,0.9,1.4,-6.2,2.1,16.8*,2.0,-10.4,13.3,-3.1
CC(=O)Nc1cccc(C(=O)OCC(=O)Nc2nnc(-c3ccccc3)o2)c1,-0.8,-13.5,.,.,-2.1,.,-3.4,8.0,8.6,-0.6
OCCNC(=S)c1ccccc1,-0.2,5.4,-3.7,-36.4,-0.4,2.6,-0.7,4.3,24.5,0.2
CCN(C)Cc1c(C(=O)N2CCc3ccccc3C2)nc2ccc(Cl)cn12,0.0,4.7,3.3,1.4,5.3,2.3,-5.8,-6.9,14.9,-1.3
Cc1cc(NC(=O)CSc2nnc(CNc3cccc(C(F)(F)F)c3)n2Cc2ccco2)no1,0.0,20.9,4.9,-2.1,7.9,3.3,6.4,3.7,-0.3,2.1
COc1cc(C)c(S(=O)(=O)NCCCn2ccnc2)cc1C,1.2,12.3,-3.0,0.8,-3.7,7.2,-6.0,-8.0,-0.9,4.8
COc1ccccc1-n1cnc2sc(-c3ccccc3)cc2c1=O,0.8,12.8,8.5,-35.2,6.4,2.9,12.1,-142.3,36.1,6.4
COC(=O)c1c(NC(=O)C2CC=CCC2C(=O)O)sc(C)c1C (stereo unspecified),0.0,6.8,2.7,-3.3,2.4,2.6,-3.6,8.4,5.2,-10.2
CCCCN(CC)CCNC(=O)c1cc2c(=O)n(C)c3ccccc3c2n1C,-0.1,5.3,8.4,-50.5,-17.0,1.8,-4.7,-35.8,9.0,2.2
O=C(CSc1nnc(CNC(=O)c2cccc(C(F)(F)F)c2)o1)NC1CCCCC1,0.0,2.3,1.2,-6.4,-4.8,-0.5,3.8,-7.5,7.2,-7.9
COc1cccc2c(=O)n(CC(=O)Nc3ccc(F)cc3F)ccc12,0.4,18.3,-0.5,-15.4,.,-2.7,4.8,-13.2,4.8,-2.9
Cc1cccc(NC(=O)C2CC(=O)NC(Nc3nc4ccccc4s3)=N2)c1 (stereo unspecified),99.3*,0.8,-2.6,-14.9,-5.5,1.5,-7.4,-0.3,19.7,13.2
Cc1ccc(NC(=O)CCn2nc([N+](=O)[O-])cc2C)nc1,0.8,4.2,-0.5,-12.0,2.8,0.4,5.4,9.2,4.3,-2.4
CC(C)NC(=S)NN=C1CCC(c2ccccc2)CC1 (stereo unspecified),1.2,26.4,2.5,3.1,-8.6,0.5,1.9,13.8,15.2,11.8
CCNC(=O)COc1ccc2ccccc2c1,3.3,23.2,1.8,-74.9,-4.3,-0.2,2.9,-55.5,6.9,-2.3

HSP90 inh: what is marked active above
| SMILES | HSF-1 act | KLF5 inhibitor | HDAC3 inhib | HSP90 inh | HSF1 inhib | aSyn 5UTR inh | AI-2 QS mod | Platelet DG rel |
| --- | --- | --- | --- | --- | --- | --- | --- | --- |
| COC(=O)c1ccc(NC(=O)c2ccc(NS(=O)(=O)c3cccc4cccnc34)cc2)cc1 | 0.9 | -6.2 | 2.1 | 16.8* | 2.0 | -10.4 | 13.3 | -3.1 |

Following part:
molecule,HIF act,HSF-1 act,IEC-6 tox,KLF5 inhibitor,HDAC3 inhib,HSP90 inh,HSF1 inhib,aSyn 5UTR inh,AI-2 QS mod,Platelet DG rel
Cn1cc(/C=C2\SC(=O)NC2=S)c2ccccc21,-0.6,-8.1,4.9,-8.1,6.0,-2.3,-9.2,20.6,10.0,-2.6
Cc1ccc2c(c1)C(=O)CC1(CCC(C(C)(C)C)CC1)O2 (stereo unspecified),-2.1,-9.5,.,.,6.7,.,-3.6,17.4,23.3,6.0
CN1CCN(CC(=O)N2c3ccc(S(=O)(=O)NCCNC(=O)OC(C)(C)C)cc3C(=O)Nc3cccnc32)CC1,0.5,4.8,.,.,0.1,.,0.6,7.4,24.7,17.3
Cc1ccc(C(=O)CN(C(=O)c2ccc(Cl)c(Cl)c2)N2C(=O)C3C4C=CC(C4)C3C2=O)cc1 (stereo unspecified),0.2,7.4,-3.5,-28.5,10.6,0.1,-5.5,39.4,13.4,-3.1
O=C(Nc1cccc(F)c1)[C@@H]1CCCN1,-1.2,38.9,-3.8,-15.8,-5.3,1.6,-4.7,16.3,.,1.9
O=C(NC(=S)NCCSc1ccccc1)c1cccnc1,1.0,-4.0,3.6,-43.7,-6.4,-2.0,0.4,-16.6,6.2,1.2
COC(=O)C1CCN(C(=O)COC(=O)CC(NC(C)=O)c2ccccc2)CC1 (stereo unspecified),0.0,-4.7,-2.9,-29.6,-1.0,-1.2,-1.6,-2.3,11.6,-2.0
COc1ccc(NC(=O)CN2C(=O)C(c3ccccc3)=NC23CCCCCC3)cc1OC,-0.1,-2.3,-8.0,-3.1,-1.7,-0.2,-6.3,23.4,20.0,-1.9
Cn1c(SCC(=O)N2CCOCC2)nc2cccnc21,1.4,-6.8,2.2,-3.0,6.4,-1.2,-3.2,-15.8,8.4,3.7
Cc1[nH]nc(Nc2ccc(O)cc2)c1[N+](=O)[O-],-0.3,-0.1,-1.1,-40.0,0.3,-2.4,3.9,-22.6,1.9,-1.5
Clc1ccc(SCCCCn2ccnc2)cc1,-0.2,4.8,-1.4,-18.3,3.9,-0.2,0.7,-9.6,-49.8,4.4
Cc1cnc(C(=O)Nc2ccccc2C(=O)N2CCOCC2)cn1,-1.4,-0.9,-1.9,-14.7,2.1,-2.3,-1.6,10.0,32.5,-2.1
CCc1ccc2c(c1)c1nnc(NN)nc1n2CC,0.3,3.6,-2.7,-9.8,-1.4,0.6,5.4,25.5,35.4,-0.5
O=C(CC(=O)NC1CCCCC1)N/N=C/c1cccc2ccccc12,-0.4,14.4,0.3,11.2,8.3,-2.5,7.6,5.5,-1.0,-4.6
CCOC(=O)c1c(NC(=O)C2COc3ccccc3O2)sc(C)c1C (stereo unspecified),-0.1,4.5,-3.5,-47.8,4.1,0.4,0.7,14.9,10.3,3.9
Cc1cc(C)c2c(=O)n(CC(=O)Nc3cccc(Cl)c3C)sc2n1,0.0,-0.9,-4.0,-34.2,-0.4,3.0,-1.4,9.9,10.2,2.8
CC(C)c1cccc(O)c(=O)c1,-0.2,-11.5,-0.1,-12.3,-9.5,-1.6,1.8,22.3,-0.9,2.9
CCN(C#N)c1nc(N(C)C)nc(N(C)C)n1,0.0,-9.3,-0.9,-32.2,1.8,0.5,-4.4,21.8,23.6,-6.0
O=C(O)CSc1c[nH]c2ccccc12,-0.3,-8.4,4.1,-5.7,-4.9,-5.9,-6.3,-2.3,8.9,-7.4
CCCOc1ccc(C2/C(=C(/O)c3ccccc3)C(=O)C(=O)N2CCCN(C)C)cc1OC (stereo unspecified),.,.,-6.9,-18.9,-4.5,-4.5,.,.,.,.
Cc1cc2nc(SCCN3CCOCC3)[nH]c2cc1C,2.1,53.2*,-2.0,-91.5,-1.5,1.8,15.1,-115.3,23.8,-1.8
COC(=O)C1(C)NC(c2ccccc2F)C2C(=O)N(c3ccccc3)C(=O)C21 (stereo unspecified),-15.9,-3.2,-5.3,0.1,1.2,5.3,-5.3,-5.9,28.4,-13.1
COC(=O)c1cccc(NC(=S)NCCC2=CCCCC2)c1,0.3,-10.8,3.5,2.0,1.4,6.2,0.5,-1.8,14.2,-51.0
O=c1[nH][nH]c2ccccc2c1=O,0.3,2.3,3.8,3.8,0.6,1.0,-3.7,5.5,17.0,-0.2
CCOC(=O)c1sc(N2C(=O)C(O)=C(C(=O)c3ccco3)C2c2cccc(Cl)c2)nc1C (stereo unspecified),3.3,39.2,-3.8,-26.6,0.4,-2.3,24.3,-81.2,52.0,9.0
COc1ccc(CC(C)N2CCN(c3cccc(C(F)(F)F)c3)CC2)cc1OC (stereo unspecified),0.3,0.6,5.2,-17.2,1.7,2.6,-0.4,6.7,14.8,-2.2
Cc1ccc2oc(-c3cccc(NC(=S)NC(=O)/C=C/c4ccco4)c3)nc2c1,0.2,-53.1,-0.3,-39.2,-2.7,7.8,-48.5,-38.7,18.9,18.0
COc1cccc(C2N(c3cccc(Cl)c3)C(=O)C3CCCN32)c1OC (stereo unspecified),-0.3,14.1,2.3,-23.3,-0.5,4.2,-5.7,-30.0,14.6,5.1
COc1cccc(N2CC(C(=O)Nc3nnc(SCC(=O)NCC4CCCO4)s3)CC2=O)c1 (stereo unspecified),-0.3,-6.9,2.1,-5.7,0.6,0.3,-2.8,1.6,4.2,-4.6
CCc1ccc(C(=O)COC(=O)c2cccnc2Cl)cc1,0.0,23.2,-2.5,-21.1,-0.8,-1.0,11.4,0.6,-35.4,2.7
CCOC(=O)CNC(=O)CSc1nc(-c2ccccc2)ns1,-0.3,-11.8,-9.4,-36.7,2.1,-9.6,-0.8,2.7,15.4,-1.5
Cc1c(C)n(CCN(C)C)c2ccc(C(=O)OCCN(C)C)cc12,-0.1,-10.6,7.1,5.4,1.3,2.6,-3.6,-18.9,10.3,-1.6
CCOC(=O)C1CCCN(C(=O)COC(=O)C2=COCCO2)C1 (stereo unspecified),-0.1,22.3,0.3,-40.0,0.8,-0.2,-3.4,9.6,11.8,-1.9

Individual results from above:
For IEC-6 tox, CCOC(=O)CNC(=O)CSc1nc(-c2ccccc2)ns1 is entered as -9.4
For HDAC3 inhib, O=c1[nH][nH]c2ccccc2c1=O is entered as 0.6
For KLF5 inhibitor, COC(=O)C1(C)NC(c2ccccc2F)C2C(=O)N(c3ccccc3)C(=O)C21 (stereo unspecified) is entered as 0.1
For KLF5 inhibitor, Cc1c(C)n(CCN(C)C)c2ccc(C(=O)OCCN(C)C)cc12 is entered as 5.4
For KLF5 inhibitor, O=C(O)CSc1c[nH]c2ccccc12 is entered as -5.7
For HIF act, Cc1ccc2oc(-c3cccc(NC(=S)NC(=O)/C=C/c4ccco4)c3)nc2c1 is entered as 0.2

Bioassay records from PubChem.
